KDM4C inh = inhibitors of GASC-1 (KDM4C) histone demethylase, primary screen, biochemical, single concentration HTS; inhibition, % at 12.5 µM; 0.15% of 96,000 active; AID 720574, 2013; GST-KDM4C 2-372, H3K9me3 peptide, LANCE TR-FRET;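 active = mean replicate inhibition above about 25%, with at least 55% of replicates also reaching it, limit read from the data, passing the limit was not always enough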
Target sequence (Q9H3R0 2-372 limits assumed): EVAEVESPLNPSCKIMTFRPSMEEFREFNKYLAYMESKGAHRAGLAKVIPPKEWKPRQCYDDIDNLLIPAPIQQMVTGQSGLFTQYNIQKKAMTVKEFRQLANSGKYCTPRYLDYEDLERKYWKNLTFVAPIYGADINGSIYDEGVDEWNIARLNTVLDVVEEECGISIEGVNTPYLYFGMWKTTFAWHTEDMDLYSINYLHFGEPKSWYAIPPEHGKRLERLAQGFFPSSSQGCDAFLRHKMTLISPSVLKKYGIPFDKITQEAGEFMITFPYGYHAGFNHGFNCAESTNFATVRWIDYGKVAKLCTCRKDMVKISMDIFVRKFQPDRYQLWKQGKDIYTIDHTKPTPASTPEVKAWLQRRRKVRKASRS
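Material: GST-tagged GASC-1 (JMJD2C) catalytic fragment, aa 2-372. Input: enzyme final amount 10 nM. Medium: HEPES buffer, pH 7.5, plus ascorbate. Reagent: H3K9me3 peptide substrate, Fe(II), 2-oxoglutarate. Doses: single dose. Times: reaction 30 min RT, detection step 1 h RT. Measured by: LANCE TR-FRET. Evaluation: Fall in 671/618 emission ratio as inhibition.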
C diff growth = C. difficile growth inhibitors, primary screen, HTS; Clostridium difficile clinical isolate growth, OD600, 24 h; stronger effect = lower value; growth activity, negative = inhibition, % at 16 µg/mL (by protocol); 0.25% of 86,000 active; AID 1259249, 2017;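 active = mean growth activity at or below -80% and every replicate also at or below -80%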;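 note: 0% = DMSO wells and -100% = levofloxacin 16 µg/mL wells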
Tcruzi prolif = T. cruzi intracellular proliferation inhibitors, primary screen, cell-based, beta-gal Tulahuen parasites, NIH3T3 host, luminescence. T. cruzi beta-gal in NIH3T3, GalScreen luminescence, 90 h. inhibition, % at 8.34 µM. 5.9% of 77,000 active;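 active = mean inhibition above about 93%, with at least 55% of replicates each passing it, limit read from the data, passing the limit was not always enough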
Pf Dd2 inh = P. falciparum Dd2 growth inhibitors, primary screen, SYBR Green fluorescence, single dose replicates; 2.3% of 94,000 active; AID 1159554, 2015; 72 h; stronger effect = lower value; activity change, % at 10 µM; in the data active = activity change below about -80%
* = called active by the depositor; · = not tested or not shown; & = joins results of further samples. Outcome played no part in choosing rows, and some 7.2% of all compounds hit somewhere here.

entry	compound	KDM4C inh	C diff growth
1	Cc1ccc(S(=O)(=O)N(C)C[C@@H]2Oc3ccc(NC(=O)NC4CCCCC4)cc3C(=O)N([C@@H](C)CO)C[C@H]2C)cc1	-0.5	-8.8
2	CC(C)NC(=O)Nc1ccc2c(c1)C(=O)N([C@@H](C)CO)C[C@H](C)[C@H](CN(C)S(C)(=O)=O)O2	-1.0	5.5
3	COc1cccc(C(=O)Nc2ccc3c(c2)OC[C@H](C)N(C)C[C@H](C)[C@H](OC)CN(C)C3=O)c1	-1.0	-3.8
4	CC(C)NC(=O)N(C)C[C@H]1Oc2c(NC(=O)c3cnccn3)cccc2C(=O)N([C@H](C)CO)C[C@H]1C	-1.0	1.9&-3.5
5	COc1ccccc1CNC(=O)C[C@H]1CC[C@@H]2[C@H](COc3ccc(NS(=O)(=O)c4ccc(C)cc4)cc3C(=O)N2C)O1	3.1	13.6
6	CN1C(=O)c2cc(NC(=O)c3cccc(F)c3)ccc2OC[C@@H]2O[C@H](CC(=O)NCc3ccccc3)CC[C@@H]21	-2.6	-1.9
7	C[C@H]1CN([C@@H](C)CO)S(=O)(=O)c2ccc(C#Cc3cccnc3)cc2O[C@@H]1CN(C)C(=O)CN(C)C	-3.1	1.9
8	COc1ccc2c3c(n(C)c2c1)[C@H](CO)N(Cc1cccc(Cl)c1)CC31CCN(C(C)=O)CC1	-1.4	-2.7
9	CCCC#Cc1ccc2c(c1)O[C@@H](CN(C)C(=O)c1ccccc1F)[C@@H](C)CN([C@H](C)CO)S2(=O)=O	-0.6	10.6
10	Cc1noc(C)c1NC(=O)Nc1ccc2c(c1)CC(=O)N([C@@H](C)CO)C[C@H](C)[C@@H](CN(C)C(=O)Nc1c(C)noc1C)O2	-1.0	7.6

entry	Tcruzi prolif	Pf Dd2 inh
1	18.1	-4.8
2	33.3	-1.4
3	-62.1	15.9
4	·	-3.9
5	-11.9	-4.2
6	64.5	-17.4
7	35.2	-50.0
8	·	-43.5
9	65.6	-76.7
10	28.1	18.7

Continuation:
entry	compound	KDM4C inh	C diff growth
11	C[C@@H]1CN([C@H](C)CO)S(=O)(=O)c2ccc(-c3ccc(C(=O)N(C)C)cc3)cc2O[C@@H]1CN(C)C(=O)C1CCOCC1	1.5	22.4
12	CCC(=O)Nc1ccc2c(c1)C(=O)N(C)[C@H]1CC[C@H](CC(=O)NCCc3ccncc3)O[C@H]1CO2	-1.5	-9.3
13	C/C=C/c1ccc2c(c1)O[C@H](CN(C)Cc1cccc(F)c1)[C@H](C)CN([C@H](C)CO)S2(=O)=O	0.0	-9.2
14	C[C@@H]1CCCCO[C@@H](CN(C)CC2CCCCC2)[C@@H](C)CN([C@@H](C)CO)C(=O)c2cc(NC(=O)CCC(F)(F)F)ccc2O1	2.3	6.7
15	Cc1ccc(S(=O)(=O)Nc2cccc3c2O[C@H](CN(C)C(=O)Nc2cccc4ccccc24)[C@@H](C)CN([C@@H](C)CO)C3=O)cc1	-0.6	-3.3
16	C[C@@H]1CN([C@H](C)CO)C(=O)c2cc(C#CC(C)(C)O)cnc2O[C@H]1CN(C)C(=O)C1CCC1	-1.5	2.0
17	COCC(=O)N1CC[C@@H]2[C@@H](CO)N(C)c3ccc(-c4ccccc4)cc3[C@@H]21	3.6	-1.7
18	COc1ccc(-c2ccccc2[C@@H]2[C@@H](CO)N(C(=O)NC3CCCC3)[C@H]2C#N)cc1	0.7	2.4
19	CO[C@H]1CN(C)C(=O)c2ccc(NS(=O)(=O)c3ccccc3)cc2OC[C@H](C)N(C)C[C@@H]1C	-0.2	-1.7
20	CN(C)C(=O)C[C@@H]1CC[C@H]2[C@@H](COc3ccc(NC(=O)c4ccc(F)cc4)cc3C(=O)N2C)O1	-1.1	35.6

entry	Tcruzi prolif	Pf Dd2 inh
11	40.6	1.1
12	3.6	11.6
13	·	-2.9
14	17.1	-17.1
15	·	-7.2
16	-7.4	40.1
17	97.8*	-37.4
18	·	-20.5
19	·	22.3
20	-4.8	·

Part of the list above in order of formula weight, rising.
entry	compound	KDM4C inh	C diff growth
17	COCC(=O)N1CC[C@@H]2[C@@H](CO)N(C)c3ccc(-c4ccccc4)cc3[C@@H]21	3.6	-1.7
18	COc1ccc(-c2ccccc2[C@@H]2[C@@H](CO)N(C(=O)NC3CCCC3)[C@H]2C#N)cc1	0.7	2.4
16	C[C@@H]1CN([C@H](C)CO)C(=O)c2cc(C#CC(C)(C)O)cnc2O[C@H]1CN(C)C(=O)C1CCC1	-1.5	2.0
13	C/C=C/c1ccc2c(c1)O[C@H](CN(C)Cc1cccc(F)c1)[C@H](C)CN([C@H](C)CO)S2(=O)=O	0.0	-9.2
12	CCC(=O)Nc1ccc2c(c1)C(=O)N(C)[C@H]1CC[C@H](CC(=O)NCCc3ccncc3)O[C@H]1CO2	-1.5	-9.3
9	CCCC#Cc1ccc2c(c1)O[C@@H](CN(C)C(=O)c1ccccc1F)[C@@H](C)CN([C@H](C)CO)S2(=O)=O	-0.6	10.6
11	C[C@@H]1CN([C@H](C)CO)S(=O)(=O)c2ccc(-c3ccc(C(=O)N(C)C)cc3)cc2O[C@@H]1CN(C)C(=O)C1CCOCC1	1.5	22.4
10	Cc1noc(C)c1NC(=O)Nc1ccc2c(c1)CC(=O)N([C@@H](C)CO)C[C@H](C)[C@@H](CN(C)C(=O)Nc1c(C)noc1C)O2	-1.0	7.6
15	Cc1ccc(S(=O)(=O)Nc2cccc3c2O[C@H](CN(C)C(=O)Nc2cccc4ccccc24)[C@@H](C)CN([C@@H](C)CO)C3=O)cc1	-0.6	-3.3

entry	Tcruzi prolif	Pf Dd2 inh
17	97.8*	-37.4
18	·	-20.5
16	-7.4	40.1
13	·	-2.9
12	3.6	11.6
9	65.6	-76.7
11	40.6	1.1
10	28.1	18.7
15	·	-7.2

Next part
entry	compound	KDM4C inh	C diff growth
21	O=C(NCC1CC1)[C@@H]1[C@@H](CO)[C@@H]2Cn3c(ccc(C4=CCCC4)c3=O)[C@H]1N2C(=O)C1CC1	-0.6	2.8
22	O=C(CCN1CCCCC1)N[C@@H]1CC[C@@H](CCn2cc(-c3ccccc3)nn2)O[C@H]1CO	1.6	3.5
23	O=S(=O)(c1ccccc1)N1CC[C@@H]2[C@H]1c1cc(-c3ccccc3F)ccc1N[C@@H]2CO	6.2	65.7
24	C[C@H](CO)N1C[C@H](C)[C@@H](CN(C)S(=O)(=O)c2cccs2)Oc2ccc(NS(=O)(=O)c3ccccc3)cc2C1=O	-1.0	-0.7
25	C[C@H](CO)N1C[C@H](C)[C@H](CN(C)S(=O)(=O)c2ccc(F)cc2)Oc2ccc(NC(=O)c3ccncc3)cc2C1=O	-0.2	-0.4
26	Cc1cccc(S(=O)(=O)N2C[C@@H](O)COC[C@@H]3O[C@@H](CC(=O)Nc4ccccc4)CC[C@H]32)c1	3.6	5.3
27	O=C(C[C@H]1CC[C@@H](NC(=O)CN2CCOCC2)[C@H](CO)O1)NCCc1ccncc1	-2.4	·
28	COc1cccc(NC(=O)Nc2ccc3c(c2)C(=O)N(C)[C@@H]2CC[C@@H](CC(=O)O)O[C@H]2CO3)c1	6.6	-0.1
29	O=C(N[C@@H]1CC[C@@H](CCNS(=O)(=O)c2ccccc2Cl)O[C@H]1CO)c1ccccc1	-2.2	3.7
30	CC=Cc1ccc2n(c1=O)C[C@H]1[C@H](CO)[C@@H](C(=O)NCc3ccc4c(c3)OCO4)[C@@H]2N1C(=O)COC (mixture of isomers)	1.2	-5.6

entry	Tcruzi prolif	Pf Dd2 inh
21	68.7	-1.8
22	8.3	-12.1
23	93.4	29.0
24	·	-20.2
25	-15.5	1.1
26	70.4	-2.8
27	13.0	17.5
28	-27.8	0.3
29	3.1	-4.7
30	28.9	·

Additional compounds follow:
entry	compound	KDM4C inh	C diff growth
31	CCCN1[C@H](C(=O)NCC(F)(F)F)[C@@H](CO)[C@@H]2Cn3c(ccc(-c4ccccc4)c3=O)[C@@H]21	12.1	0.8
32	C[C@@H]1CN([C@@H](C)CO)C(=O)c2c(c3ccccc3n2C)-c2ccccc2CO[C@@H]1CN(C)Cc1ccc(C(=O)O)cc1	5.8	·
33	O=C(Nc1cccc(F)c1)N1CCCCN2[C@H](CO)[C@H](c3ccc(-c4ccncc4)cc3)[C@@H]2C1	0.8	1.8
34	CCCC#Cc1ccc([C@H]2[C@@H](CO)N(C(C)=O)[C@@H]2CNC(=O)C2CCCC2)cc1	0.3	-3.7
35	O=C(c1ccncc1)N1CC(=O)N2[C@@H](CO)[C@H](c3ccc(-c4ccccc4)cc3)[C@@H]2C1	-1.0	-1.7
36	C[C@H]1CN([C@@H](C)CO)C(=O)c2cc(NC(=O)CCN3CCOCC3)ccc2O[C@H]1CN(C)Cc1ccc(Cl)c(Cl)c1	0.6	2.4
37	COCc1cn(CC[C@H]2CC[C@@H](NC(=O)Nc3c(C)noc3C)[C@H](CO)O2)nn1	10.8	·
38	C[C@@H]1CN([C@H](C)CO)S(=O)(=O)c2ccc(C#C[C@@H](C)O)cc2O[C@@H]1CN(C)Cc1cncnc1	2.5	-0.5
39	C[C@@H]1CN([C@H](C)CO)C(=O)c2cc(NC(=O)C3CC3)ccc2O[C@@H]1CN(C)S(=O)(=O)c1cn(C)cn1	0.0	·
40	CN(C)C(=O)c1ccc(-c2ccc(C3[C@@H]4CN(C(=O)Nc5ccccc5)C[C@H]3N4)cc2)cc1 (some centres undefined)	-0.3	4.6

entry	Tcruzi prolif	Pf Dd2 inh
31	15.6	-2.2
32	-75.3	-16.4
33	107.8*	-22.8
34	·	-48.8
35	·	45.0
36	-2.2	1.5
37	-9.7	14.7
38	19.8	28.2
39	0.3	4.0
40	·	-29.0

(more compounds)
entry	compound	KDM4C inh	C diff growth
41	CN1C(=O)c2cc(NC(=O)c3ccc(F)c(F)c3)ccc2OC[C@H]2O[C@H](CC(=O)O)CC[C@@H]21	-1.1	-4.7
42	CC=Cc1ccc2n(c1=O)C[C@@H]1[C@@H](CO)[C@H](C(=O)NCC3CC3)N(Cc3cccnc3)[C@H]21 (mixture of isomers)	5.0	6.2
43	O=C(NCC[C@@H]1CC[C@@H](NC(=O)C2CCCCC2)[C@@H](CO)O1)c1cc(Cl)cc(Cl)c1	-0.5	6.1
44	C/C=C/c1ccc(C2[C@H]3CNC[C@@H]2N3S(=O)(=O)c2cccc(OC)c2)cc1 (some centres undefined)	1.6&0.0	-13.3&9.1
45	C[C@H](CO)N1C[C@H](C)[C@@H](CN(C)C(=O)c2ccc(F)cc2)OCc2ccccc2-c2ccccc2C1=O	1.1	2.3
46	CO[C@H]1CN(C)C(=O)c2ccc(NC(=O)C3CCOCC3)cc2OC[C@H](C)N(C(C)=O)C[C@H]1C	-0.1	·
47	Cc1noc(C)c1NC(=O)N(C)C[C@@H]1OCCCC[C@@H](C)Oc2ccc(NS(C)(=O)=O)cc2C(=O)N([C@@H](C)CO)C[C@H]1C	-0.8	2.0
48	C[C@H](CO)N1C[C@H](C)[C@H](CN(C)C(=O)Nc2ccc3c(c2)OCO3)Oc2ccc(NS(=O)(=O)c3cccs3)cc2CC1=O	0.3	-3.6
49	C[C@@H]1CCCCO[C@@H](CN(C)Cc2ccc(Cl)c(Cl)c2)[C@@H](C)CN([C@H](C)CO)C(=O)c2cc(NS(=O)(=O)c3cn(C)cn3)ccc2O1	-1.2	9.4
50	CO[C@H]1CN(C)C(=O)c2cc(NC(=O)c3ccc(-c4ccccc4)cc3)ccc2OC[C@@H](C)NC[C@H]1C	0.2	·

entry	Tcruzi prolif	Pf Dd2 inh
41	11.6	17.4
42	81.2	10.4
43	49.6	-7.8
44	·	-30.3&14.0
45	58.1	-19.9
46	·	-13.8
47	29.0	15.2
48	-10.0	-15.2
49	51.3	-3.6
50	·	-78.2

The list continues.
entry	compound	KDM4C inh	C diff growth
51	Cc1noc(C)c1S(=O)(=O)N(C)C[C@H]1OCCCC[C@H](C)Oc2ccc(NC(=O)c3ccccc3)cc2C(=O)N([C@@H](C)CO)C[C@H]1C	0.4	5.5
52	COCC(=O)Nc1ccc2c(c1)C(=O)N(C)[C@@H]1CC[C@H](CC(=O)NCC3CCCCC3)O[C@H]1CO2	0.5	-4.7
53	CCCNC(=O)[C@@H]1[C@@H](CO)[C@@H]2Cn3c(ccc(-c4ccccc4F)c3=O)[C@@H]2N1CC1CC1	5.5	-1.1
54	C[C@@H]1CN([C@@H](C)CO)C(=O)c2ccccc2-c2ccccc2CO[C@@H]1CN(C)Cc1ccc(C(=O)O)cc1	-1.5	·
55	C[C@@H]1CCCCO[C@H](CN(C)S(=O)(=O)c2ccccc2)[C@@H](C)CN([C@H](C)CO)C(=O)c2cc(NC(=O)CCCCCC(=O)Nc3ccccc3N)ccc2O1	5.2	3.3

entry	Tcruzi prolif	Pf Dd2 inh
51	39.7	-60.1
52	-49.4	16.6
53	-207.7	·
54	25.4	-25.5
55	·	-68.9
